Compound activity from PubChem BioAssay.
RBBP9 inh: human RBBP9 hydrolase inhibition; AID 1515; recombinant RBBP9, FP-Rh probe fluorescence polarization; hit rate 0.2% among 220,000; O75884; inhibition, % at 7.94 µM;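 active = inhibition above the campaign mean of all tested compounds plus 3 SD, cut at about 14% in these data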;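 also: plate controls were DMSO wells with RBBP9 for no effect and wells lacking RBBP9 protein for full effect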
Target sequence (O75884 whole entry, looked up): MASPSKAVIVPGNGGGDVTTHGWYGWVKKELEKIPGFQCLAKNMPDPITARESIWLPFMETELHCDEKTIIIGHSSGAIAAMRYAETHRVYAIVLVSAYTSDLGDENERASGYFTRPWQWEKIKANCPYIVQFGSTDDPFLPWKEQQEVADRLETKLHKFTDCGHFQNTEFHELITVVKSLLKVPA
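Assay system: recombinant human RBBP9; Reagent: Serine-hydrolase probe FP-Rh, 375 nM pre-mixing; Doses: 7.94 µM single dose, 0.794% DMSO; Incubation: 30 min then 45 min, 25 °C; Detection: fluorescence polarization (mP), excitation 525 nm, emission 598 nm; Evaluation: percent inhibition from mP, scaled between DMSO and no-protein wells.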
PPC-1+TRAIL kill: compounds killing PPC-1 cancer cells with TRAIL present (potentiator screen, no TRAIL-free arm); cell killing (% activity), % at 4 µM; PPC-1 cells + TRAIL, ATPLite viability luminescence; hit rate 0.41% among 220,000;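 active = cell killing above 50% in the first pass at 4 µM, then a duplicate retest at 5 µM averaging 50% or more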;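 also: plate controls were cells with TRAIL plus DMSO for no effect and medium-only wells lacking cells for full effect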
Furin inhibitor: blocks human furin protease activity; P09958; purified furin, fluorogenic substrate cleavage; inhibition, % at 30 µM; hit rate 0.061% among 220,000; AID 463115; in the data active = inhibition above about 25%; also: inactives centre near -15
NCF1 inh: inhibitors of human p47phox binding. P14598. p47phox/p22phox peptide binding, fluorescence polarization, 2 h. inhibition, % at 24.7 µM. hit rate 0.53% among 220,000;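 active = inhibition above about 30%, limit read from the data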;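 also: 0% = p47phox with labelled peptide and 100% = labelled peptide alone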
Target sequence (P14598 whole entry, looked up): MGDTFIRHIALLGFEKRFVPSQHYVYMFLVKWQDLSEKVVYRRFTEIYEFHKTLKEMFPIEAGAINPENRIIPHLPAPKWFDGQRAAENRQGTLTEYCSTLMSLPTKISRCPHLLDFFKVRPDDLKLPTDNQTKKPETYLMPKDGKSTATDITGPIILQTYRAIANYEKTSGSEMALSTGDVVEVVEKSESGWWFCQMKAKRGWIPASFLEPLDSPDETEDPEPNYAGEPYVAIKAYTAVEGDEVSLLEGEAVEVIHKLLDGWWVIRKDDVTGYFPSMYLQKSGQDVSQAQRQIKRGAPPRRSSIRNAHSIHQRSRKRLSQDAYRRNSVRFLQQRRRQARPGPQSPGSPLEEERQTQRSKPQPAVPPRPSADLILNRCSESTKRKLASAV
Ba/F3 V617F tox: lowers viability of Ba/F3 cells expressing EpoR and JAK2V617F; ATP luminescence; inhibition, % at 5.6 µM; hit rate 1.1% among 220,000; AID 1446;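 active = inhibition above the campaign mean plus 3 SD over all tested compounds, cut at about 24% in these data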;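 also: cytokine-independent growth of Ba/F3 cells driven by EpoR plus mutant JAK2; 0% = DMSO-treated cells and 100% = JAK inhibitor I control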
p97 ATPase inh: inhibitors of human p97 ATPase. recombinant p97 ATPase, Kinase-Glo ATP luminescence, 3 h. P55072. hit rate 0.42% among 220,000. AID 1481. inhibition, % at 8 µM; in the data active = inhibition above about 15%;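 also: 0% = DMSO vehicle and 100% = wells lacking enzyme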
EP2 antag: EP2 receptor (human) inhibition; P43116; C6 glioma cells expressing human EP2, cAMP TR-FRET; cells stimulated with saturating PGE2; inhibition, % at 25 µM; hit rate 0.52% among 260,000; AID 1422;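 active = percent inhibition above 40 after rounding to a whole number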;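 also: rat C6 glioma host cells with rolipram phosphodiesterase inhibitor present; the protocol text gives 20 µM as final concentration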
Target sequence (P43116 whole entry, looked up): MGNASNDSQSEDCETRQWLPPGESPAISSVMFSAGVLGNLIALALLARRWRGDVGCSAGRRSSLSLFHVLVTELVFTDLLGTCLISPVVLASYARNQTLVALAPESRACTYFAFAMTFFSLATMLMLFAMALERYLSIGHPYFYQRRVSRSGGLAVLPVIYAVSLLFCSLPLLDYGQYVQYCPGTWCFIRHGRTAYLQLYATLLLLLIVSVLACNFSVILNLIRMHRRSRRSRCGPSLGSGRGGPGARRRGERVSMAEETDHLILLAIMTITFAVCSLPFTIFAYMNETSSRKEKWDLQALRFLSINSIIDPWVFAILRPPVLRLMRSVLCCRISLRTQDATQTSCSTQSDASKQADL
BaF3 tox: reduces parental Ba/F3 cell viability, JAK2V617F counter-screen; CellTiter-Glo ATP luminescence; hit rate 1.1% among 220,000; inhibition, % at 5.6 µM; AID 1486;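 active = inhibition above a per-campaign cutoff, the mean inhibition of all tested compounds plus 3 SD, cut at about 27% in these data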;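 also: 0% = DMSO wells and 100% = JAK Inhibitor I control wells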
TbHK1 inh: blocks Trypanosoma brucei hexokinase 1 activity; inhibition, % at 10 µM; hit rate 0.11% among 220,000; recombinant TbHK1, G6PDH-coupled NADH A340; AID 1430;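 active = inhibition of 50% or more in the single-dose primary screen; inactive = inhibition below 50%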
An asterisk follows results filed as active; . = no result given; & = joins results of further samples; [ ] = remark or other dose. These rows are one share of the data (hit frequency here may not be typical).

entry	SMILES	RBBP9 inh	PPC-1+TRAIL kill	Furin inhibitor	NCF1 inh	Ba/F3 V617F tox
1	Cn1c(N)c(C(=O)COC(=O)c2cc(C3CC3)nc3ccccc23)c(=O)n(Cc2ccccc2)c1=O	-32	20	-16	-74	-3
2	Cc1c(NC(N)=O)c(=O)n(-c2ccccc2)n1C	3	.	-10	5	1
3	CC(=O)c1ccc(N/N=C2/CCCNC2=O)cc1	-8	18	16	-16	1
4	COc1ccc(C/C(O)=C(\C#N)c2nc3ccccc3s2)cc1	-6	-1	-19[20 µM]	-19	0
5	COc1ccc(-c2cc(C3CC3)nc3sc(C#N)c(N)c23)cc1	-7	18	-21[20 µM]	-5	-1
6	O=C(COc1ncnc2ccccc12)c1ccc(Cl)cc1	4	33	-30	-4	6
7	C/C(=N\n1cnnc1)c1ccc(C#N)cc1	-3	-1	-26	-3	-5
8	c1ccc2c(N3CCCCC3)ncnc2c1	-5	-34	-5[20 µM]	-6	-3
9	CCOc1ccc2c(C)nc(NC3=NC(C)(C)C=C(C)N3)nc2c1	0	19	-18[20 µM]	-20	0
10	C=CCc1c(C)nc(SC(C)C)[nH]c1=O	0	2	-19[20 µM]	-13	-5
11	COC(=O)c1cccc(NC(=O)NC2CCCN2S(=O)(=O)c2ccc(Cl)cc2)c1 (stereo unspecified)	-4	10	-11[20 µM]	-10	2
12	O=C(COC(=O)CCc1nc2ccccc2s1)Nc1ccc(Cl)cn1	-2	23	-17	-16	3
13	CC(=O)N1CCN(c2ccc(NC(=S)NC(=O)COc3ccc(C(C)(C)C)cc3)cc2)CC1	4	2	-12	-4	0
14	Oc1ccc(/C=N/NC(=S)NC2CC3CCC2C3)cc1 (stereo unspecified)	-1	14	11	-3	-3
15	CC(C)CC(=O)Nc1ccc(-c2nc3ccccc3c(=O)o2)cc1	-16	32	-13	3	3

entry	p97 ATPase inh	EP2 antag	BaF3 tox	TbHK1 inh
1	5	12	5	-7
2	3	3&3	80*	-7
3	-3	6	0	-64
4	5	38	3	-19
5	-2	9	1	-14
6	-2	10	11	-7
7	5	4	1	-1
8	1	9&10	3	-30
9	-1	22	4	1
10	9	22	2	3
11	2	22	2	7
12	-1	6	8	0
13	3	10	3	16
14	8	22	0	-35
15	-7	3	2	31

Next results:
entry	SMILES	RBBP9 inh	PPC-1+TRAIL kill	Furin inhibitor	NCF1 inh	Ba/F3 V617F tox
16	COc1ccc(C(=O)NCCSCc2ccccc2C)cc1	0	-5	-20	6	0
17	CCC(C)C(NC(=O)OC(C)(C)C)C(=O)NCc1ccco1 (stereo unspecified)	-3	-8	-18	-9	-4
18	COC(C(=O)Nc1ccc(F)cc1F)c1ccccc1 (stereo unspecified)	3	-19	-23[20 µM]	-12	-1
19	COC(=O)c1c(NC(=O)c2ccc(Br)o2)sc(C)c1C	6	1	-22	-9	-2
20	Cc1cccc(NC(=O)C2CCN(S(=O)(=O)c3cccc4nsnc34)CC2)c1	-3	.	-34	3	-3
21	CCOc1ccccc1OCC(=O)Nc1nnc(COC)s1	-3	10	-28[20 µM]	-11	-3
22	Cc1occc1C(=O)Nc1cccc2ccccc12	-9	25	-2[20 µM]	-9	5
23	COC(=O)c1sccc1N/C=C(\C#N)S(=O)(=O)C(C)(C)C	3	11	-1	-11	-3
24	O=C(Nc1cccnc1)c1ccccc1NS(=O)(=O)c1ccc(F)cc1	6	21	-26	-5	-1
25	O=C(N/N=C/c1cc([N+](=O)[O-])ccc1O)c1ccc2c(c1)OCCO2	-11	36	-7	-42	3
26	COc1ccc(/C=c2\s/c(=C(/C#N)C(=O)NCc3ccco3)n(-c3ccccc3)c2=O)cc1	-5	25	-4	-31	-3
27	Nc1ccccc1SCc1csc(-c2ccc(Cl)cc2)n1	-8	8	-10	-13	0
28	O=C(NCc1ccc2c(c1)OCO2)c1cccc(N2CCCC2=O)c1	0	-7	-4[20 µM]	-13	4
29	CN(C)S(=O)(=O)NCCNc1ccc(C(F)(F)F)cc1[N+](=O)[O-]	-9	24	-16	1	-2
30	NC(=O)C1(N2CCCCC2)CCN(c2nc(-c3ccccc3)cs2)CC1	-2	-1	-23	-3	-2

entry	p97 ATPase inh	EP2 antag	BaF3 tox	TbHK1 inh
16	3	4	0	7
17	-2	16	0	-7
18	1	14	6	-2
19	5	12	2	-2
20	5	6	-2	-13
21	4	5&8	-1	-1
22	-8	24	12	5
23	3	13	-2	-59
24	6	14	2	-2
25	-6	6	5	-19
26	4	5	-1	-8
27	-4	10&7	4	-10
28	-5	26	6	-2
29	3	5	4	-5
30	-1	18	2	3

Additional records follow.
entry	SMILES	RBBP9 inh	PPC-1+TRAIL kill	Furin inhibitor	NCF1 inh	Ba/F3 V617F tox
31	Nc1nc(CN2CCc3ccccc3C2)nc(Nc2ccccc2)n1	-8	4	-31[20 µM]	-8	-4
32	COC(=O)C/C=C/[C@@H](C)[C@@H](/C=N/O[C@H](C)c1cn([C@@H]2COC[C@H]2O)nn1)NS(=O)(=O)c1ccc(C)cc1	-9	16	-11	-3	0
33	Cc1ccc(C(=O)COc2cc(C)nc3nncn23)cc1	0	-3	-22	7	0
34	COC(=O)c1sccc1NC(=O)CC1C(=O)NCCN1C(=O)Nc1ccccc1 (stereo unspecified)	-10	2	-11	-2	-2
35	Cc1nc(SCC(=O)OCc2ccccc2)c2c(=O)n(C)c(=O)n(C)c2n1	.	9	-27	-15	.
36	CCOC(=O)C(Cc1ccccc1)NC(=O)CCc1c(C)nc2nc(C)nn2c1C (stereo unspecified)	-12	-2	-13[20 µM]	-9	-1
37	O=S(=O)(c1ccccc1)c1nc(-c2ccco2)oc1Nc1ccccc1	-9	18	1	-16	1
38	Cc1cccc2cc(C#N)c(SCCN3CCCCC3)nc12	-8	.	-23[20 µM]	.	2
39	O=C(CSCc1nc2c(nnn2Cc2ccc(F)cc2)c(=O)[nH]1)Nc1cccc(C(F)(F)F)c1	5	-10	-22	-10	-4
40	CC(=O)N1CCC2(CC1)C/C(=N\NC(=S)Nc1ccc(C)cc1)c1cc(O)ccc1O2	3	-19	-17	-7	7
41	Cc1ccc(C(=O)O)c(C(=O)Nc2nc(C)cs2)c1	-5	2	-11	-28	1
42	COc1ccc(CCn2c(C3CCCCC3)nc3c(c(=O)c4ccccc4n3C)c2=O)cc1	-16	1	-14	-6	0
43	CCO[C@@H]1OC(C(=O)N2CCN(Cc3ccc4c(c3)OCO4)CC2)=C[C@H](c2cn(C(C)=O)c3ccccc23)[C@H]1CCCO	-4	-16	-15	-6	0
44	Cc1ccc2[nH]c(=O)c(COC(=O)C3CCCCC3)cc2c1	4	9	-10	-8	-4
45	CCc1cccc2c(C(=O)CSc3nnc(-c4ccncc4)n3C)c[nH]c12	-6	25	-26	-10	-2

entry	p97 ATPase inh	EP2 antag	BaF3 tox	TbHK1 inh
31	5	10	-1	5
32	-4	.	2	-9
33	4	4	2	-7
34	-2	3	2	0
35	.	9	.	0
36	-5	7	3	28
37	0	8	8	25
38	1	7	4	-4
39	1	4	4	1
40	3	5	8	-12
41	-2	6	6	1
42	3	7	4	-12
43	4	9	0	-14
44	0	13	0	-12
45	7	6	4	-12

Entries 39 through 45 of the list above:
entry	SMILES	RBBP9 inh	PPC-1+TRAIL kill	Furin inhibitor	NCF1 inh	Ba/F3 V617F tox
39	O=C(CSCc1nc2c(nnn2Cc2ccc(F)cc2)c(=O)[nH]1)Nc1cccc(C(F)(F)F)c1	5	-10	-22	-10	-4
40	CC(=O)N1CCC2(CC1)C/C(=N\NC(=S)Nc1ccc(C)cc1)c1cc(O)ccc1O2	3	-19	-17	-7	7
41	Cc1ccc(C(=O)O)c(C(=O)Nc2nc(C)cs2)c1	-5	2	-11	-28	1
42	COc1ccc(CCn2c(C3CCCCC3)nc3c(c(=O)c4ccccc4n3C)c2=O)cc1	-16	1	-14	-6	0
43	CCO[C@@H]1OC(C(=O)N2CCN(Cc3ccc4c(c3)OCO4)CC2)=C[C@H](c2cn(C(C)=O)c3ccccc23)[C@H]1CCCO	-4	-16	-15	-6	0
44	Cc1ccc2[nH]c(=O)c(COC(=O)C3CCCCC3)cc2c1	4	9	-10	-8	-4
45	CCc1cccc2c(C(=O)CSc3nnc(-c4ccncc4)n3C)c[nH]c12	-6	25	-26	-10	-2

entry	p97 ATPase inh	EP2 antag	BaF3 tox	TbHK1 inh
39	1	4	4	1
40	3	5	8	-12
41	-2	6	6	1
42	3	7	4	-12
43	4	9	0	-14
44	0	13	0	-12
45	7	6	4	-12

(listing goes on)
entry	SMILES	RBBP9 inh	PPC-1+TRAIL kill	Furin inhibitor	NCF1 inh	Ba/F3 V617F tox
46	O=C1OCCN1CCN(CN1C(=O)CCC1=O)CN1C(=O)CCC1=O	-4	-8	-27	-9	-4
47	Cc1ccc(-n2nc3c([n+]2[O-])CCc2nonc2-3)cc1	-7	-2	-21	-12	2
48	COC(=O)C1=C(C)N(c2ccc(OC)cc2)C(=O)/C1=C\c1cccs1	-4	8	-14	6	-4
49	CC(C)OCCCNC(=O)C1CCC(=O)N1C(C)C (stereo unspecified)	1	0	-23	-12	-4
50	Cc1cc(C)c(S(=O)(=O)NCc2ccc3c(c2)cc(C)n3C)c(C)c1	-11	-10	-35	-5	0
51	Clc1ccc(-c2c[n+](Cc3ccc(Cl)c(Cl)c3)c3n2CCC3)cc1	-3	19	-13	-17	26*
52	CCOC(=O)c1cc(C(C)(C)C)oc1CN	-5	17	-16	-11	-2
53	COc1ccc(NC(=O)C2=C(C)NC(=O)NC2c2cccs2)c(OC)c1 (stereo unspecified)	-8	5	-24	3	-3
54	CCn1c(NCc2ccc(N(C)C)cc2)nc2ccccc21	-5	13	-2[20 µM]	-4	6
55	Cc1[nH]c2ccccc2c1N=Nc1cccc(C(=O)O)c1	3	-2	12	-14	4
56	O=C1NC(c2ccc(Cl)cc2)Nc2ccccc21 (stereo unspecified)	-11	10	-7	-1	5
57	CC(C)(C)[C@H]1C=C(C(=O)NCc2ccccc2)O[C@@H](OCc2ccc(CO)cc2)C1	6	-5	-18	-9	3
58	COc1ccc(/C=N/NC(=O)CN(CCc2ccccc2)S(=O)(=O)c2ccc(NC(C)=O)cc2)cc1OC	-10	-1	-27	-16	0
59	CCOC(=O)N1CCC(NC(=O)c2ccc(N3CCC4(CC3)OCCO4)c([N+](=O)[O-])c2)CC1	-4	-7	-14	-4	-1
60	COc1cccc(-n2c(SCC(=O)NCc3cccs3)nc3ccccc3c2=O)c1	-6	23	-24	-6	-2

entry	p97 ATPase inh	EP2 antag	BaF3 tox	TbHK1 inh
46	1	7	4	-5
47	4	1	7	1
48	7	6	3	-7
49	5	4	1	1
50	-3	9	4	3
51	8	5	39*	9
52	2	13	-1	5
53	7	5	8	2
54	-4	9&4	13	3
55	11	2	12	-20
56	-2	17&4	5	-8
57	4	11	-1	-10
58	3	9	9	5
59	3	10	13	7
60	2	11	4	2
